Screens as filed in PubChem.
MPTP inh = mitochondrial permeability transition pore inhibitors, primary screen, biochemical, isolated mouse mitochondria, absorbance; 360,000 tested, 1.4% active; inhibition, % at 10 µM; Ca2+ swelling absorbance, 30 min;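 active = inhibition of 50% or more, scaled per plate between neutral and stimulator controls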;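 also: 0% = DMSO wells given calcium and 100% = 1 mM EGTA wells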
Starred values were filed as active, the others as inactive. Only part of the results is shown; the hit share may differ from the screen's.

SMILES	MPTP inh
COc1ccc(CC(=O)Nc2ccc3c(c2)OC2(CCCC2)O3)c(OC)c1	1.5
Cc1nn(CC(=O)Nc2cccc(O)c2)c(=O)c2ccccc12	-0.7
Nc1ccn([C@@H]2O[C@H](CNCc3ccc(C#CCCO)cc3)[C@@H](O)[C@H]2O)c(=O)n1	0.2
CCCCC[C@H](C)N1C[C@@H](COCc2ccccc2)Oc2cc(N3CCC[C@H]3C(N)=O)ccc2S1(=O)=O	-1.5
Cn1ncc2c1NC(c1ccc(F)cc1)SCC2=O (stereo unspecified)	-0.4
CCCCNC(=O)C1(C)CCC(=O)N1CCCn1ccnc1 (stereo unspecified)	0.2
CS(=O)(=O)N(CC(=O)N1CCOCC1)c1cccc(Cl)c1	0.9
Cc1ccc(-c2nc3ccc(Br)cn3c2Cc2ccccc2)cc1	-0.1
CC(C)C[C@H]1CN(CCCC[C@@H]2CNC(=O)C(=O)N2Cc2ccccc2)C(=O)C(=O)N1CCC1CCCCC1	-2.8
CCc1nc2c(OCc3ccc(F)cc3)cccn2c1N(C)C(=O)c1ccco1	1.3
CCN(CC)C(=O)c1cccc(-c2csc(C(C)(O)c3cccc(OC)c3)n2)c1 (stereo unspecified)	6.4
COc1ccc(C(=O)OCC(=O)Nc2cc(C)on2)cc1F	-1.1
COCOCCn1cc(CN2CCS(=O)(=O)N(Cc3ccc(-c4ccc(Cl)nc4)cc3)C(C)C2=O)nn1 (stereo unspecified)	0.5
CCCCCCN1CCN(C2CN(Cc3ccccc3)S(=O)(=O)C2)CC1 (stereo unspecified)	0.9
CCCCCC(=O)N1C[C@H](n2cc(COC(=O)c3ccccc3)nn2)[C@@H](O)C[C@@H]1c1ccc(OC)cc1	-0.1
CCCCNC(=O)C1(C)CCN1C(=O)c1sccc1C (stereo unspecified)	0.9
CC(C)c1cccc(C(C)C)c1NC(=O)c1ccc(-c2cc(Cl)ccc2Cl)o1	-0.6
COC(=O)[C@@]12C[C@@H](CC(=O)N3CCC(c4ccccc4)CC3)C(=O)N(Cc3ccco3)C1=CCC(C)(C)C2	-0.4
Cc1cccc(CNC(=O)c2sc(=O)n(Cc3ccccc3C)c2C)c1	0.6
O=C(NCc1ccc(Cl)nc1)c1csc([C@@H]2C[C@H](O)[C@@H](CO)O2)n1	0.1
CSc1nc(COC(=O)NC(C)C)c(COC(=O)NC(C)C)n1Cc1ccccc1	-0.4
Cc1ccc(-c2ccc(CN3C(C)C(=O)N(Cc4cn(CC5CCCCC5)nn4)CCS3(=O)=O)cc2)cc1 (stereo unspecified)	-1.7
Cn1c2nc(=O)n(-c3ccccc3)c(=O)c-2nc2c1CCCC2	0.2
COc1ccc(F)cc1-c1cc(NC(C)=O)c2ncc(-c3cccc(C(F)(F)F)c3)n2c1	-0.2
CCOC(=O)c1nc(SC)n(C)c1C(=O)OCC	-0.5
CC1=C(C(=O)N2CCOCC2)CC(CC(=O)NCc2ccco2)C(=O)N1Cc1ccc(F)cc1 (stereo unspecified)	-0.2
COc1ccc(C(=O)N[C@H](C(=O)Nc2cccc(S(=O)(=O)N3CCOCC3)c2)C(C)C)cc1	1.5
Fc1ccc(-c2nc3ccc(Br)cn3c2Cc2cccc(F)c2)cc1	-1.0
COc1ccc(C(=O)N2CCC2(C)C(=O)NC(C)C)c(OC)c1 (stereo unspecified)	-2.2
CCc1cc(-c2cnnn2Cc2ccc3ccccc3c2)ccc1-c1cn(CC(C)C)nn1	0.8
CCCNC(=O)c1cc(C2CCCCN2C(=O)OCCF)on1 (stereo unspecified)	0.2
NC(=S)NN=Cc1nccc2c(C(F)(F)C(F)(F)C(F)(F)F)cccc12	-1.7
Cc1cc(C(=O)N2CCCC(Nc3ccc(C)c(C)c3)C2)nc(C)n1 (stereo unspecified)	-0.6
C/C=C/c1cccc(-c2nc(C(=O)NC3Cc4ccccc4C3)cc3c2[C@@H](CCO)N(C(C)=O)C3)c1	-0.4
CC(=O)OC[C@@H]1CN(Cc2ccccc2)C[C@H](n2cnc3c(NCc4ccco4)ncnc32)O1	-1.1
COc1ccc(C(=O)N/N=C/c2ccccn2)cc1	-0.3
CC(NC(=O)COC(=O)c1ccccc1O)c1ccccc1 (stereo unspecified)	1.1
CNC(=O)C1Cc2c(-c3cccc(F)c3)ccnc2O1 (stereo unspecified)	-0.8
COc1ccc(NC(=O)N[C@H]2C=C[C@@H](CC(=O)NC3CCC3)O[C@@H]2CO)cc1	5.6
CCOc1ccc(NC(=O)c2ccc3c(c2)N(C)CCS3)cc1	1.2

Rewritten with the structure last: entries from further up.
MPTP inh	Structure
-0.3	COc1ccc(C(=O)N/N=C/c2ccccn2)cc1
5.6	COc1ccc(NC(=O)N[C@H]2C=C[C@@H](CC(=O)NC3CCC3)O[C@@H]2CO)cc1

The list continues:
SMILES	MPTP inh
COCCNC(=O)C1C(=O)Nc2ccccc2C(=O)N1c1ccc2c(c1)OCCO2 (stereo unspecified)	-1.3
CN(C)c1ccc(C=Cc2nccc3ccccc23)cc1	-0.2
CC1(C(=O)Nc2cccc(Oc3ccccc3)c2)Cc2c(-c3ccc4c(c3)OCO4)ccnc2O1 (stereo unspecified)	0.4
O=C(NCc1ccco1)C1Cc2c(-c3cccc(F)c3)ccnc2O1 (stereo unspecified)	0.4
CCc1nc2ccc(C(=O)NC3CCN(C)CC3)cn2c1N(C)CCC(C)C	0.0
CC1C(=O)N(Cc2cn(CCC3OCCO3)nn2)CCS(=O)(=O)N1Cc1ccc(-c2ccc(F)nc2)cc1 (stereo unspecified)	-0.7
Cc1ccccc1COc1cccn2c(N(C)C(=O)CCC3CCCC3)c(C)nc12	-0.3
CC1(C(=O)NCc2ccc(F)c(F)c2)Cc2c(-c3cccc(C(F)(F)F)c3)ccnc2O1 (stereo unspecified)	0.8
O=C(c1ccncc1)N1CCN(c2cc(-c3ccccc3)nc3cc(-c4cccc(Cl)c4)nn23)CC1	-2.0
CC(=O)Nc1cccc(-c2ccnc3c2CC(C(=O)NCC2CC2)O3)c1 (stereo unspecified)	0.6

Ordered by the number under MPTP inh (falling): some entries from above.
Molecule	MPTP inh
CC1(C(=O)NCc2ccc(F)c(F)c2)Cc2c(-c3cccc(C(F)(F)F)c3)ccnc2O1 (stereo unspecified)	0.8
CN(C)c1ccc(C=Cc2nccc3ccccc23)cc1	-0.2
Cc1ccccc1COc1cccn2c(N(C)C(=O)CCC3CCCC3)c(C)nc12	-0.3
COCCNC(=O)C1C(=O)Nc2ccccc2C(=O)N1c1ccc2c(c1)OCCO2 (stereo unspecified)	-1.3

Retrieved one by one from above (2):
SMILES	MPTP inh
CC1C(=O)N(Cc2cn(CCC3OCCO3)nn2)CCS(=O)(=O)N1Cc1ccc(-c2ccc(F)nc2)cc1 (stereo unspecified)	-0.7
O=C(c1ccncc1)N1CCN(c2cc(-c3ccccc3)nc3cc(-c4cccc(Cl)c4)nn23)CC1	-2.0

(cont.)
SMILES	MPTP inh
CC(=O)Nc1cc(-c2ccc(C(=O)NC3CC3)cc2)cn2c(-c3cccc(C(F)(F)F)c3)cnc12	0.0
Cc1ccc(S(=O)(=O)N2C[C@H]3n4c(=O)ccc(=O)n4C[C@H](OC(=O)NCc4ccco4)[C@@]3(O)C2)cc1	0.2
COc1cccc(Nc2nc(C(N)CC(C)C)cs2)n1 (stereo unspecified)	4.2
COc1ccc2c(c1OC)C(CC(C)=O)N1CCc3cc4c(cc3C1C2=O)OCO4 (stereo unspecified)	-0.3
CC1CCN(C(=O)c2ncn3c2c(=O)[nH]c2ccc(Br)cc23)CC1	0.1
CCOc1ccccc1-c1cc(NC)ncn1	1.1
Cc1cccc(NS(=O)(=O)c2ccc(S(=O)(=O)N3CCCC3)cc2)c1	0.2
COc1ccc(-c2cnc3c(c2)C(=O)N([C@H](C)CO)C[C@@H](C)[C@H](CN(C)Cc2ccccc2)O3)cc1	-1.2
CCCNC(=O)C1(C)CCCN(C(=O)c2ccc3c(c2)CCO3)C1 (stereo unspecified)	-0.8
CCc1c(-c2ccc(F)cc2)ncn1Cc1cccc(-c2ccccc2)c1	-1.1
CN1CCN(c2ccc(S(=O)(=O)N3CCCCC3)cc2NC(=O)CSC(C)(C)C)CC1	-0.3
COc1ccc(C2C3=C(CCCC3=O)N(CC(=O)O)C3=C2C(=O)CCC3)cc1Br	0.6
O=C1NC(c2ccc3ccccc3c2)Nc2ccccc21 (stereo unspecified)	0.5
Nc1nc2c(ncn2[C@@H]2O[C@H](CNCc3ccc(OCCCN4CCOCC4)cc3)[C@@H](O)[C@H]2O)c(=O)[nH]1	0.5
COc1ccc(NC(=O)c2nc[nH]c2C(=O)N(C)CCO)cc1	0.2
O=C1NC[C@@H](Cc2ccc(O)cc2)N(CCc2cc(C(F)(F)F)cc(C(F)(F)F)c2)C1=O	0.1
CCOc1ccc(CCN2C(=O)C(=O)N([C@@H](CC(C)C)CN3CCC[C@H]3CN3C(=O)C(=O)NC[C@@H]3Cc3ccccc3)C[C@@H]2CC(C)C)cc1	-4.8
CCCN(C)C1CN(Cc2cn(Cc3ccc(C(F)(F)F)cc3)nn2)S(=O)(=O)C1 (stereo unspecified)	0.7
COc1cc(OC)cc(C(=O)NNC(=O)C2CCC2)c1	0.0
C[C@@H]1CN([C@H](C)CO)C(=O)CCCn2nncc2CO[C@@H]1CN(C)S(=O)(=O)c1ccc(C#N)cc1	-2.4
Cc1ccc(Cc2c(-c3ccc(F)cc3)nc3ccc(Cl)cn23)cc1	-2.4
COc1ccc(OC)c(NC(=O)C2(C)CCN2C(=O)C2(c3ccccc3)CCCC2)c1 (stereo unspecified)	0.1
COc1ccc(C(C(=O)Nc2ccc(F)cc2)N2CCN(c3cccc(C(F)(F)F)n3)CC2)cc1 (stereo unspecified)	2.4
Cc1cc(C)cc(C(O)c2ncc(-c3ccc(C(F)(F)F)cc3)[nH]2)c1 (stereo unspecified)	4.6
O=C(NCc1cc(C(F)(F)F)cc(C(F)(F)F)c1)c1cc(-c2cc(F)ccc2OCC2CCCO2)n[nH]1 (stereo unspecified)	1.0
C[C@@H]1CN([C@H](C)CO)C(=O)CCCn2nncc2CO[C@H]1CN(C)S(=O)(=O)c1ccc2c(c1)OCCCO2	-1.0
c1ccc(OCCNc2ccn3nc(-c4ccc(OCCN5CCOCC5)cc4)cc3n2)cc1	-1.0
CCc1nc2ccc(C(=O)NCc3ccccc3OC)cn2c1N(C)C(=O)Cc1ccccc1	-1.9
Cc1cc(C)c(C(O)c2ncc(-c3ccccc3C)[nH]2)c(C)c1 (stereo unspecified)	0.8
COc1ccccc1N1CCN(C(=O)c2[nH]c(C(F)(F)F)nc2-c2ccccc2)CC1	1.6
NC(CCc1ccccc1)c1csc(Nc2ccc(C(F)(F)F)cn2)n1 (stereo unspecified)	6.6
CN(C)CCNC(=O)c1cccc(-c2cnc3c(NC=O)cc(/C=C/c4ccccc4)cn23)c1	-3.1
CCOC(=O)C1CCN(C(=O)c2sc3ncn(CC(=O)N4CCCCC4)c(=O)c3c2C)CC1	-0.6
Cc1cc(CN(Nc2ccccc2)c2ccccc2)cc(C)n1	1.1
CCC(CC)C(=O)N(C)c1c(C)nc2c(OCC=C(C)C)cccn12	-0.1
C(=C\c1ccccc1)/CN1CCN(C(c2cccc3ccccc23)c2nnnn2C2CCCC2)CC1 (stereo unspecified)	1.8
CNCc1cc(C)n(-c2cc(S(=O)(=O)N3CCOCC3)ccc2N2CCCC2)c1C	-0.7
Cc1ccc(CN2C(=O)c3ccccc3C2c2nnnn2-c2ccc3c(c2)OCCO3)cc1 (stereo unspecified)	1.8
Cc1ccc(S(=O)(=O)NC(=O)C2(C)CCN2C(=O)C2(c3ccc(Cl)cc3)CCC2)cc1 (stereo unspecified)	0.7
O=C(NCc1ccccc1)c1cc(C2COCCN2C(=O)OCCF)on1 (stereo unspecified)	5.7
CC1(C)OC(=O)C2=C(C[C@@H](C3CC3)O[C@H]2c2ccc(Cl)cc2)O1	-0.8
CCOc1cc(OCC)cc(C(=O)N2CCC[C@H]2C(=O)N2CCC[C@H]2C(=O)N[C@H](C)c2ccccc2)c1	-0.6
OCC[C@@H]1C[C@H](O)[C@@H](O)[C@@]2(OCc3cc(Cl)ccc32)O1	-1.4
FC(F)(F)c1cc(Cl)c2nc(-c3cccc(Cl)c3)c(Cc3cccc(Cl)c3)n2c1	4.0
COC(=O)[C@]12CCCCC=C1N(CCC1=CCCCC1)C(=O)[C@H](CC(=O)N1CCOCC1)C2	-0.8
CN(CC(=O)Nc1ccc(F)cc1)C(=O)c1ccc(-c2ccc(F)cc2)o1	-3.1
O=C(COC(=O)/C=C/c1ccccc1Cl)NC1CC1	-0.9
O=C1NC[C@H](CCCCN2C[C@H](Cc3ccc(O)cc3)N(CCc3ccccc3)C(=O)C2=O)N(CC2CCCCC2)C1=O	-0.4
CCOC(=O)Cc1ccc(Nc2nc3cc(-c4sccc4C)sc3c(=O)n2C)cc1	1.0
C[C@H]1CN([C@@H](C)CO)C(=O)CCCn2nncc2CO[C@H]1CN(C)S(=O)(=O)c1ccccc1F	-0.3

Additional results follow:
SMILES	MPTP inh
Cc1ccc(/C=C/C(=O)OCC(=O)N(C)c2c(N)n(Cc3ccccc3)c(=O)[nH]c2=O)o1	-1.7
COc1ccc([C@H]2C[C@@H](n3cc(C4CC4)nn3)[C@H](O)CN2C(=O)C2CCCCC2)cc1	-1.3
Nc1ccn([C@@H]2O[C@H](C(=O)NCc3ccc4c(c3)OCO4)[C@@H](O)[C@H]2O)c(=O)n1	-0.1
CCOC(=O)[C@]12CCCC=C1N(CCc1ccc(OC)c(OC)c1)C(=O)[C@H](CC(=O)NCC13CC4CC(CC(C4)C1)C3)C2	0.9
COc1ccc([N+](=O)[O-])cc1CN1CCN(c2ncc(Cc3ccccc3)cn2)CC1	-0.2
CC(C)C[C@H]1CN(CCCC[C@H]2CNC(=O)C(=O)N2CC2CCCCC2)C(=O)C(=O)N1CCc1ccccc1	-2.2
